Avidin bead fluor – compound fluoresces at 488/530 nm on avidin beads; compound fluorescence 488/530 nm, flow cytometry; stronger effect = higher value; fluorescence (KMESF) at 10 µM; actives 0.38% (n = 220,000); AID 1775; in the data active = fluorescence above about 47; note: inactives centre near 10
RGS7-Gao reg – modulates binding of RGS7 to human Galphao; P09471; Multiplexed bead flow cytometry; actives lie on both sides; binding response (% of control), % at 10 µM; actives 0.35% (n = 220,000); AID 1439; in the data active = binding response below about 49% or above about 150%; inconclusive = no clear call, values can overlap the other calls; inactive = in between;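 note: fluorescent Galphao held in activated GDP-AlF4 state binding bead-coupled RGS7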
GSH bead fluor – compound fluoresces at 488/530 nm on GSH beads. GSH beads flow cytometry, compound fluorescence 488/530 nm; stronger effect = higher value. fluorescence (KMESF) at 10 µM. actives 0.25% (n = 190,000); in the data active = fluorescence above about 89;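 note: glutathione beads carrying GST-tagged Bcl family fusion proteins plus one bare bead set; values are compound well signal with DMSO vehicle wells as background; inactives centre near 16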
Bim-Bcl-B – inhibitors of Bim-Bcl-B interaction, human; Q9HD36; inhibition, % at 10 µM; actives 0.073% (n = 190,000); bead-based flow cytometry, Bim peptide-Bcl-B binding;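 note: 0% = tracer peptide without compound and 100% = reference inhibitor peptide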
Target sequence (Q9HD36 whole entry, looked up): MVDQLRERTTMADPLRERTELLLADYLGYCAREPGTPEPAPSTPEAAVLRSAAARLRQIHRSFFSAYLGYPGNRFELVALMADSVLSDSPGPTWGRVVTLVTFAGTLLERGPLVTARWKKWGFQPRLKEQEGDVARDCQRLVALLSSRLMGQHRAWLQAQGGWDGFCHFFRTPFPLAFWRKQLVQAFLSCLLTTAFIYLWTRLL
Bim-Bfl-1 – disrupts Bim binding to human Bfl-1; Q16548; Bead-based flow cytometry, Bim-Bfl-1 binding inhibition; inhibition, % at 10 µM; actives 0.12% (n = 190,000);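 note: 0% = wells without compound plus tracer and 100% = blocker peptide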
Bcl-2 Bim block – disrupts Bim peptide binding to human Bcl-2; P10415; Bead-based flow cytometry, Bim peptide-Bcl-2 binding; inhibition, % at 10 µM; actives 0.06% (n = 190,000); in the data active = inhibition above about 40%; inconclusive = no clear call, values can overlap the other calls;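 note: 0% = no compound wells with probe peptide and 100% = reference peptide inhibitor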
Target sequence (P10415 whole entry, looked up): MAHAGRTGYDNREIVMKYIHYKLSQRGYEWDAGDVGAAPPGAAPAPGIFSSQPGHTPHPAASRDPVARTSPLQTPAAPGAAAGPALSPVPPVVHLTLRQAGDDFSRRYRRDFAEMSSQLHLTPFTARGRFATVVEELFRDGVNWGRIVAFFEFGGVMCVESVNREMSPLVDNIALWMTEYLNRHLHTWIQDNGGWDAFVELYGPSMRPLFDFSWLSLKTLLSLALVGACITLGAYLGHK
ABCG2 inh – human ABCG2 inhibition, ABCB1 as counter-screen. actives 0.1% (n = 190,000). AID 1325. inhibition, % at 6.6 µM. IgMXP3 cells, JC-1 efflux, flow cytometry;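 active = inhibition above 80%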;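 note: 0% = DMSO and 100% = nicardipine control wells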
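System: two drug-resistant human cell lines, ABCG2 and ABCB1; controls: nicardipine high and DMSO low controls; times: 10 min exposure at 25 °C with rotation, no wash; detection: flow cytometry of retained JC-1 fluorescence; read-out basis: percent efflux inhibition, scaled nicardipine 100% to DMSO 0%; doses: one concentration, 6.6 µM final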
RGS4-Gao reg – modulates binding of RGS4 to human Galphao | P09471 | Multiplexed bead flow cytometry; actives lie on both sides | binding response (% of control), % at 10 µM | actives 0.33% (n = 220,000) | AID 1415; in the data active = binding response below about 49% or above about 150%; inactive = in between;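 note: fluorescent Galphao activated with aluminum fluoride binding bead-coupled RGS4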
Bim-Bcl-XL – inhibitors of Bim-Bcl-XL interaction, human. Q07817. Bim peptide-Bcl-XL binding, bead flow cytometry, fluorescence. inhibition, % at 10 µM. actives 0.04% (n = 190,000). AID 1007
Target sequence (Q07817 whole entry, looked up): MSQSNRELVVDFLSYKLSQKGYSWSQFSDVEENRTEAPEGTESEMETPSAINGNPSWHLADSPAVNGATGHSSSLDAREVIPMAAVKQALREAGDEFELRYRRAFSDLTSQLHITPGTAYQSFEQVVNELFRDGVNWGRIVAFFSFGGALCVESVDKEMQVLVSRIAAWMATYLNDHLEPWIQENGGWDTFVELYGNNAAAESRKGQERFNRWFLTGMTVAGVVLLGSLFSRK
Bcl-W Bim block – disrupts Bim peptide binding to human Bcl-W. inhibition, % at 10 µM. bead-based flow cytometry. AID 952. Q92843. actives 0.02% (n = 190,000);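 note: 0% = bound tracer without compound and 100% = peptide blocker; higher means less fluorescent Bim peptide bound to Bcl-W beads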
Target sequence (Q92843 whole entry, looked up): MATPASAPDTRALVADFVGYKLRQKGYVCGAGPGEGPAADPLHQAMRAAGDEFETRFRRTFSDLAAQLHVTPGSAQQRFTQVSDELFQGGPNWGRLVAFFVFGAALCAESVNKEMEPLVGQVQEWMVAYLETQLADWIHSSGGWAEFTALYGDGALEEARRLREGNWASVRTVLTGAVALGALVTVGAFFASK
ABCB1 inh – human ABCB1 inhibition, ABCG2 as counter-screen; P08183; CCRF-Adr cells, JC-1 efflux, flow cytometry; inhibition, % at 6.6 µM; actives 0.067% (n = 190,000); AID 1326; in the data active = inhibition above about 40%;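 note: 0% = vehicle and 100% = reference inhibitor; higher value means more JC-1 retained so stronger ABCB1 efflux block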
Starred values were filed as active, the others as inactive; ? = inconclusive. Cut-off read from the data, not from the text of the source, unless noted: active = inhibition above about 40%.

SMILES	Avidin bead fluor	RGS7-Gao reg	GSH bead fluor	Bim-Bcl-B	Bim-Bfl-1	Bcl-2 Bim block	ABCG2 inh	RGS4-Gao reg	Bim-Bcl-XL	Bcl-W Bim block	ABCB1 inh
O=C(c1cc(-c2cccc(O)c2)on1)N1CCc2ccccc2C1	6	100	18	-5	-15	-8	2	100	-4	-1	0.5
O=C(NC(=S)N1CCN(c2ccc([N+](=O)[O-])cc2)CC1)c1ccccc1	11	?	17	-11	0	0	8	97	0	0	0.8
CCOC(=O)c1cnc2c(-c3ccc(Cl)cc3)c(C)nn2c1N	7	100	24	2	5	7	3	102	0	4	0.4
NNC(=O)CN1C(c2ccc(Br)cc2)=Nc2ccc(Br)cc2C1c1ccccc1 (stereo unspecified)	1	95	11	-7	0	1	-9	97	-3	-2	0.4
COc1ccc(-c2nc(CSCC(=O)NCC3CCCO3)c(C)o2)cc1OC (stereo unspecified)	7	100	14	3	2	1	4	101	-2	0	0.5
O=C(NC(=S)NCCO)c1cn(-c2ccccc2)nc1-c1ccccc1	10	85	11	-3	-1	2	23	89	-3	2	0.5
CC(C)OC(=O)CSc1nc2c(c(C3CC=CCC3)c1C#N)CCC2 (stereo unspecified)	9	100	25	-3	-2	-4	2	107	-2	-3	0.0
COc1ccc(C2(CN(C(C)=O)C(C)=O)CCCC2)cc1OC	14	101	46	-7	-11	-6	3	101	0	1	3.9
Cc1cc(C)c2c(c1)/C(=N/NC(=O)c1ccc(O)cc1)CCC2	12	100	18	3	3	2	3	100	1	-1	0.8
COc1cc(/C=N/NC(=S)Nc2cccnc2)cc(OC)c1OC	12	105	15	-1	-2	0	4	105	6	1	0.7
CC(CCc1ccc(O)cc1)N(C)CCc1ccccc1 (stereo unspecified)	11	102	24	-7	-14	-8	3	100	-9	-2	0.4
Cc1ccc(CN2CCSc3ccc(C(=O)NC4CCN(Cc5ccccc5)CC4)cc32)cc1	11	107	19	-4	-2	-5	5	103	0	-2	9.9
Cc1ccc(CN2CCN(C3CCOCC3)CC2CCO)cc1 (stereo unspecified)	7	95	19	-1	-3	-4	2	96	0	-1	0.2
O=C(c1ccc([N+](=O)[O-])cc1)N1CCOC12CCN(c1ncc(C(F)(F)F)cc1Cl)CC2	8	105	12	-1	2	4	6	102	-1	1	1.8
CC1=CC(C)(C)N2C(=O)C3(C(C#N)=C(N)OC4=C3C(=O)CC(C)(C)C4)c3c(C)c(C)cc1c32 (stereo unspecified)	9	101	48	-10	-11	-10	7	102	-4	1	1.9
COc1ccc2[nH]c(=O)c(CN(C(C)=O)C3CCCCC3)cc2c1	9	104	17	-5	-11	0	0	106	-1	3	0.1
CSc1nc(-c2ccccc2)nc(C(Cl)Cl)n1	3	101	9	-6	-3	-7	-3	100	-8	-3	-1.1
COc1ccc(/C=C/C(=O)Nc2ccc3nc4n(c(=O)c3c2)CCCC4)cc1	7	90	16	-4	-4	-4	-4	92	1	-1	-1.7
N#CCCn1cc(/C=C(\C#N)c2nc3ccccc3s2)c(-c2ccc(F)cc2)n1	6	105	17	-13	-10	-9	3	105	-3	0	0.2
COc1ccc(Cl)cc1C(=O)NNC(=O)c1cccnc1	11	101	23	-6	-7	-10	0	101	-3	-2	-0.1
Cc1nc2cc(-c3ccsc3-n3c(C)ccc3C)[nH]n2c(=O)c1Cl	11	98	26	-7	-14	-7	31	98	-2	1	-0.5
CCNC(=O)CC1C(=O)N(c2ccc(OC)cc2)C(=S)N1CCc1ccncc1 (stereo unspecified)	4	93	15	-13	0	-5	-1	90	-4	-2	-1.4
COc1ccc(CNC(=O)c2ccc(Cn3nc(C)c([N+](=O)[O-])c3C)o2)cc1	12	98	12	-4	-8	0	19	94	-6	-3	3.9
Cc1cc(C)c(N(C(=O)c2csnn2)C(C(=O)NC(C)(C)C)c2ccncc2)c(C)c1 (stereo unspecified)	11	107	11	-2	-5	1	2	100	0	1	2.0
COc1ccccc1CNC(=O)C1CCCN(S(=O)(=O)c2cnc[nH]2)C1 (stereo unspecified)	6	104	14	-5	-9	-7	-1	102	-6	-3	-0.2

Eleven structures from above, sorted by formula weight, rising.
SMILES	Avidin bead fluor	RGS7-Gao reg	GSH bead fluor	Bim-Bcl-B	Bim-Bfl-1	Bcl-2 Bim block	ABCG2 inh	RGS4-Gao reg	Bim-Bcl-XL	Bcl-W Bim block	ABCB1 inh
CSc1nc(-c2ccccc2)nc(C(Cl)Cl)n1	3	101	9	-6	-3	-7	-3	100	-8	-3	-1.1
Cc1ccc(CN2CCN(C3CCOCC3)CC2CCO)cc1 (stereo unspecified)	7	95	19	-1	-3	-4	2	96	0	-1	0.2
COc1ccc(C2(CN(C(C)=O)C(C)=O)CCCC2)cc1OC	14	101	46	-7	-11	-6	3	101	0	1	3.9
CCOC(=O)c1cnc2c(-c3ccc(Cl)cc3)c(C)nn2c1N	7	100	24	2	5	7	3	102	0	4	0.4
COc1cc(/C=N/NC(=S)Nc2cccnc2)cc(OC)c1OC	12	105	15	-1	-2	0	4	105	6	1	0.7
O=C(NC(=S)NCCO)c1cn(-c2ccccc2)nc1-c1ccccc1	10	85	11	-3	-1	2	23	89	-3	2	0.5
COc1ccc(/C=C/C(=O)Nc2ccc3nc4n(c(=O)c3c2)CCCC4)cc1	7	90	16	-4	-4	-4	-4	92	1	-1	-1.7
COc1ccc(CNC(=O)c2ccc(Cn3nc(C)c([N+](=O)[O-])c3C)o2)cc1	12	98	12	-4	-8	0	19	94	-6	-3	3.9
CCNC(=O)CC1C(=O)N(c2ccc(OC)cc2)C(=S)N1CCc1ccncc1 (stereo unspecified)	4	93	15	-13	0	-5	-1	90	-4	-2	-1.4
Cc1ccc(CN2CCSc3ccc(C(=O)NC4CCN(Cc5ccccc5)CC4)cc32)cc1	11	107	19	-4	-2	-5	5	103	0	-2	9.9
NNC(=O)CN1C(c2ccc(Br)cc2)=Nc2ccc(Br)cc2C1c1ccccc1 (stereo unspecified)	1	95	11	-7	0	1	-9	97	-3	-2	0.4

Further compounds.
SMILES	Avidin bead fluor	RGS7-Gao reg	GSH bead fluor	Bim-Bcl-B	Bim-Bfl-1	Bcl-2 Bim block	ABCG2 inh	RGS4-Gao reg	Bim-Bcl-XL	Bcl-W Bim block	ABCB1 inh
COc1ccc(NC(=O)C2CCN(S(=O)(=O)c3ccc(OC)c(OC)c3)CC2)cc1	10	101	11	-7	-13	-6	0	97	-4	2	-0.3
CCCCn1c(SCC(=O)c2cc(OC)ccc2OC)nc2cc(S(N)(=O)=O)ccc21	7	109	260*	-8	-12	-5	0	105	1	0	0.0
CCC(c1nnnn1CCOC)N(Cc1ccc(C)cc1)Cc1cc2cc(OC)ccc2[nH]c1=O (stereo unspecified)	9	101	29	1	-1	-1	12	98	0	4	2.4
CCOc1ccc(-n2c(C)nc3c(cnn3-c3ccc(Cl)cc3)c2=O)cc1	10	102	42	-7	-10	-8	7	106	1	5	1.0
CCc1ccc(C(=O)NC(CC(C)C)C(=O)O)cc1 (stereo unspecified)	10	105	52	-2	-4	-3	3	103	0	-3	0.8
Cc1ccc(-c2nnc(SCC(=O)N/N=C/c3ccccc3C(=O)O)n2-c2ccccc2)cc1	25	99	9	-6	-9	-2	4	101	-3	-1	1.0
NC(=O)CSc1ncnc2c1nnn2Cc1ccc(F)cc1	12	98	23	1	-4	0	9	103	-1	2	-0.4
CCN(CC)c1ccc(C(=O)NNC(=O)CCl)cc1	11	97	11	-2	-4	-2	4	99	0	0	0.5
COc1cc(C(=O)Nc2ccc(S(=O)(=O)N3CCOCC3)cc2)c([N+](=O)[O-])cc1OC	4	109	11	-3	-1	-4	10	104	0	0	2.2
COc1ccc(-c2ccc(/C=N/N3C(=O)C4C5C=CC(C6CC56)C4C3=O)o2)c([N+](=O)[O-])c1 (stereo unspecified)	21	88	14	-6	-9	-7	5	91	-4	-3	0.9
O=C(/C=C/c1ccccc1)N/C(=C\c1ccco1)C(=O)NCCO	16	94	20	-3	-2	-2	2	95	-1	0	0.5
CCc1ccc(OCC(=O)N/N=C/c2ccc(OS(=O)(=O)c3ccc(C)cc3)c(OC)c2)cc1	6	96	15	-10	-11	-8	16	104	-2	-4	0.9
Cc1ccc(Cn2cccc(NC(=O)c3ccco3)c2=O)cc1	6	99	39	-7	-14	-10	1	101	-4	0	0.5
CC1(C(=O)Nc2ccccc2)Cc2ccccc2C(=O)O1 (stereo unspecified)	9	107	20	-6	-15	-5	1	102	-4	-2	0.1
CCCn1c(SCC(=O)Nc2ccc(S(=O)(=O)N(C)C)cc2)n[nH]c1=O	9	84	11	-1	-2	1	0	74	1	-2	0.1
COc1cccc(N2CCN(CC(=O)c3c[nH]c4ccc(OC)cc34)CC2C)c1 (stereo unspecified)	7	103	32	-4	-8	-6	3	103	-3	1	0.4
COc1ccc(NC(C)=O)cc1NC(=O)CN1CCN(C2c3ccccc3-c3ccccc32)CC1	10	99	6	-9	-12	-4	5	95	-3	1	1.9
CCN(CC)c1ccc(NC(=O)CCS(=O)(=O)c2cccc3nsnc23)c(C)c1	14	103	11	-4	0	1	3	100	-2	-2	1.1
CCOC(=O)c1sc(=S)n(C)c1N	21	95	13	-5	-6	-5	7	103	0	-1	0.4
Cn1nc(C(F)(F)F)c(C#N)c1N1CCN(c2ccc(F)cc2)CC1	9	97	45	-5	-10	-7	6	106	-1	0	0.8
O=[N+]([O-])c1ccc(O)c(C=Nc2ccc3oc(Cc4ccc(Cl)cc4)nc3c2)c1	12	?	10	-9	4	0	0	98	-4	-1	-0.4
CCOc1cc2[nH]c(=O)n(CCCCCC(=O)NCc3ccco3)c(=O)c2cc1OCC	24	99	10	-7	-8	-4	8	99	0	-1	0.8
CC(=O)Nc1ccccc1NC(=O)C/C(C)=N/NC(=O)c1ccc([N+](=O)[O-])c(Cl)c1	4	98	12	-6	-2	0	19	102	-1	-3	0.6
CNC(=O)COC(=O)/C=C/c1ccc(F)cc1	10	95	14	-5	-3	-2	1	94	-1	1	0.0
COc1cc(C2NC(=O)NC(c3ccccc3)=C2C(C)=O)ccc1OCC(=O)O (stereo unspecified)	8	110	14	-4	-14	-13	1	108	-6	1	0.9
CCN(CC)CCCn1c(C)cc2c(c1=O)C(c1cc(OC)c(OC)cc1OC)C(C#N)=C(N)O2 (stereo unspecified)	9	101	4	-6	-6	-6	0	103	-1	1	-0.1
CCOC(=O)c1c(NC(=O)CSc2nc3cccnc3n2C)sc(C(C)=O)c1C	14	101	22	-1	0	1	3	96	0	0	3.3

Single records (already shown):
COc1ccc(-c2ccc(/C=N/N3C(=O)C4C5C=CC(C6CC56)C4C3=O)o2)c([N+](=O)[O-])c1 (stereo unspecified) reads Avidin bead fluor = 21; RGS7-Gao reg = 88; GSH bead fluor = 14; Bim-Bcl-B = -6; Bim-Bfl-1 = -9; Bcl-2 Bim block = -7; ABCG2 inh = 5; RGS4-Gao reg = 91; Bim-Bcl-XL = -4; Bcl-W Bim block = -3; ABCB1 inh = 0.9
Cc1ccc(Cn2cccc(NC(=O)c3ccco3)c2=O)cc1 reads Avidin bead fluor = 6; RGS7-Gao reg = 99; GSH bead fluor = 39; Bim-Bcl-B = -7; Bim-Bfl-1 = -14; Bcl-2 Bim block = -10; ABCG2 inh = 1; RGS4-Gao reg = 101; Bim-Bcl-XL = -4; Bcl-W Bim block = 0; ABCB1 inh = 0.5

Assay outcomes as filed in PubChem.
